# Screening results deposited in PubChem by several laboratories.
# GDH-TPI inh: GDH-TPI coupled enzyme inhibition counter-screen; GDH-TPI coupled enzyme counterscreen, NADH absorbance; inhibition, % at 4.8 µM; 360,000 compounds, 1.2% hits; AID 588335; in the data active = inhibition above about 30%;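 note: 0% = DMSO wells and 100% = wells lacking the enzyme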
# FadD28 FP inh: inhibitors of Mycobacterium tuberculosis FadD28 bisubstrate binding; AID 588549; FadD28 bisubstrate probe binding, fluorescence polarization; 360,000 compounds, 0.22% hits; inhibition, % at 12.5 µM; in the data active = inhibition above about 8.5%, passing the limit was not always enough; inconclusive = no clear call, values can overlap the other calls
# PrPC surface inh: cell surface PrPC inhibition, primary TR-FRET screen. P04156. TR-FRET read-out. inhibition, % at 13.8 µM. 370,000 compounds, 0.43% hits. AID 720596; in the data active = inhibition above about 24%; note: 0% = median of the test wells and 100% = reference compound wells
# Mtb FBA inh: inhibitors of M. tuberculosis fructose-bisphosphate aldolase | P9WQA3 | purified M. tuberculosis FBA, fluorescence read-out | inhibition, % at 1 µM | 360,000 compounds, 2.3% hits; in the data active = inhibition above about 27%;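 note: 0% = vehicle and 100% = reference inhibitor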
# Target sequence (P9WQA3 whole entry, looked up): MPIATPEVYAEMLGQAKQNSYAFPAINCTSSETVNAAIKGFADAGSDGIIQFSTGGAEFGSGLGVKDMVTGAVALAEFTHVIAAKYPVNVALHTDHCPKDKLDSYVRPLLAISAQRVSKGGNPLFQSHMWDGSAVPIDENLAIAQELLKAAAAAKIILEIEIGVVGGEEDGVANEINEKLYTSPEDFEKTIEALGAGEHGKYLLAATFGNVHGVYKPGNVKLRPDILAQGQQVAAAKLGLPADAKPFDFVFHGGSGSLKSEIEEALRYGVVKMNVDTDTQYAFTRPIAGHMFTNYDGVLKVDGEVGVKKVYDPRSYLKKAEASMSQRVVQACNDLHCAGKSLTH
# BioA inh: BioA (M. tuberculosis) enzyme inhibition; inhibition, % at 9.99 µM; purified M. tuberculosis BioA enzyme, plate reader; 360,000 compounds, 0.096% hits; in the data active = inhibition above about 40%; inconclusive = no clear call, values can overlap the other calls
# MazF activator: increases E. coli MazEF RNase cleavage of RNA; 350,000 compounds, 0.32% hits; FAM/BHQ RNA-DNA oligo cleavage fluorescence, 5 h; P0AE70; activation, % at 20 µM; in the data active = activation above about 50%
# Target sequence (P0AE70 whole entry, looked up): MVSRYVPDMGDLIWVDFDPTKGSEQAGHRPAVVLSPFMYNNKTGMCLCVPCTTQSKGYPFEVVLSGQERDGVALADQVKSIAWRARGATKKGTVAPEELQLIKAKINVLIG
# BoNT-F LC inh: blocks Botulinum neurotoxin F light chain protease | Multiplex microsphere protease cleavage assay, flow cytometry | AID 588497 | 360,000 compounds, 0.22% hits | inhibition, % at 10 µM; in the data active = inhibition above about 35%, passing the limit was not always enough; inconclusive = no clear call, values can overlap the other calls; note: plate controls were buffer without enzyme for full effect and enzyme alone for no effect
# Mtb UGM inh: inhibitors of M. tuberculosis UDP-galactopyranose mutase | purified UGM, fluorescence polarization probe displacement | inhibition, % at 10 µM | 320,000 compounds, 0.06% hits | AID 504406; in the data active = inhibition above about 10%, passing the limit was not always enough; inconclusive = no clear call, values can overlap the other calls
# Rv3671c inh: Rv3671c (M. tuberculosis) protease inhibition; P9WHR9; inhibition, % at 5.96 µM; 320,000 compounds, 0.048% hits; AID 2606; in the data active = inhibition above about 38%;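 note: extracellular domain of Rv3671c used as enzyme; 0% = enzyme with DMSO and 100% = no enzyme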
# Target sequence (P9WHR9 whole entry, looked up, the tested form may be a part): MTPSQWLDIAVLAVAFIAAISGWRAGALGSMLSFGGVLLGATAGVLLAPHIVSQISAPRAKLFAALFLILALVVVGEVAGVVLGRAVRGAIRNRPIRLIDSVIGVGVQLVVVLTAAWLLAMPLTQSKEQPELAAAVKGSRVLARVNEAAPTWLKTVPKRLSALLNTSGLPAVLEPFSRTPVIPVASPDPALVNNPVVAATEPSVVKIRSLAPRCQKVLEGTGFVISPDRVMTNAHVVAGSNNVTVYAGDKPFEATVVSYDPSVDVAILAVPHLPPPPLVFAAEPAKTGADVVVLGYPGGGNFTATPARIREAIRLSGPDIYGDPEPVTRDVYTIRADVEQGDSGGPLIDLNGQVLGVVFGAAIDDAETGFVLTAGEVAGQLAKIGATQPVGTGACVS
# An asterisk follows results filed as active; ? = inconclusive; . = no result given.
SMILES,GDH-TPI inh,FadD28 FP inh,PrPC surface inh,Mtb FBA inh,BioA inh,MazF activator,BoNT-F LC inh,Mtb UGM inh,Rv3671c inh
O=C(CCCC(=O)OCC(=O)c1cccs1)Nc1ccc(Oc2ccccc2)cc1,3,-4.2,2,0,-1.3,-4,-4,-1.7,-1
Nc1ccccc1OCCOCCOCCOc1ccccc1N,-3,-1.4,6,1,-0.2,-16,-13,-2.6,6
C=CCNC(=O)c1c(Cl)cnn1-c1ccc(C)cc1,7,-3.1,-1,2,.,8,3,0.1,11
Cc1c(/C=N/NC(=O)CNc2ccccc2)c2ccccn2c1C(=O)c1ccncc1,1,0.6,-10,3,.,8,0,-0.5,5
CC(Sc1nc(=O)cc(N)n1CCc1ccccc1)C(=O)NCc1ccccc1 (stereo unspecified),1,-1.2,-2,0,.,11,-5,-2.6,-2
CC/C(=N\NC(=O)c1ccccc1Cl)c1c(O)n(C2CCCCC2)c(=O)[nH]c1=O,34*,4.7,6,-3,0.6,3,-1,-2.4,6
CCOC(=O)N1CCC(Nc2c(NCCCN(CC)CC)c(=O)c2=O)CC1,-1,0.5,3,1,-0.2,11,3,2.6,-1
CCn1cc([N+](=O)[O-])c(C(=O)Nc2c(C)nn(Cc3cccc(F)c3)c2C)n1,2,-0.2,-9,-1,.,3,-2,3.5,-10
O=C1NC2(CCCCCC2)C(=O)N1Cc1cccc([N+](=O)[O-])c1,-1,-3.6,-14,-1,-1.9,5,3,2.3,-2
COc1cccc2cc(C(=O)N3CCN(c4ncccn4)CC3)c(=O)oc12,18,-1.8,-2,2,-0.3,-3,5,-1.6,6
O=C(CCn1c(=S)[nH]c2cc3c(cc2c1=O)OCO3)NCCc1ccccc1Cl,9,-1.4,-6,2,-1.0,-20,-1,.,.
CCOC(=O)c1nnn(-c2nonc2N)c1CS(=O)(=O)c1ccccc1,8,-1.7,7,-1,.,12,2,-1.5,4
Cc1noc(C)c1S(=O)(=O)N(CC(=O)Nc1ccc2c(c1)OCCO2)c1ccc(C(C)C)cc1,4,-0.6,-7,2,-0.2,-2,-4,0.8,5
CCCCS(=O)(=O)NC1=NCN(CCO)CN1,2,0.3,-3,-5,-0.7,1,-2,-0.6,-2
N/C(=N\OC(=O)COc1ccc([N+](=O)[O-])cc1)c1ccncc1,-5,1.3,-3,5,.,4,-4,3.9,-11
CCOc1ccc(S(=O)(=O)N2CCOCC2)cc1NC(=O)c1ccccc1F,3,-1.5,-1,1,0.3,6,-10,2.1,4
O=C(Cc1ccc(Cl)cc1)N/N=C/c1ccccc1,1,-0.3,4,2,.,-5,-1,0.1,1
O=C(CCC1CCN(C(=O)c2cccc(Cl)c2F)CC1)Nc1ccccc1,-6,-2.2,4,0,3.7,3,-11,-2.7,-3
COc1ccc([C@@H]2CC=C(C(=O)O)[C@H](c3ccc(Br)cc3)N2S(=O)(=O)c2ccccc2C)cc1,-4,-6.3,3,-2,0.7,3,0,.,-1
CCOC(=O)N1CCN(C(c2ccccc2)c2sc3nc(C)nn3c2O)CC1 (stereo unspecified),-2,-2.7,-1,-1,1.0,5,2,-1.6,-12
CCc1ccc(CNC(=O)C2CCC(=O)N(CCc3ccc(Cl)cc3)C2)nc1 (stereo unspecified),-6,-3.0,0,0,0.8,-5,5,-2.4,-1
Cc1ccc(-c2nnc(NC3CCCCC3)c3ccccc23)cc1S(=O)(=O)N1CCN(C)CC1,10,-2.4,-12,1,-1.4,6,-6,-1.4,-15
COCCNC(=O)CCCn1c(=O)c2cc(OC)c(OC)cc2n(CC(=O)NCCC2=CCCCC2)c1=O,2,-2.9,-1,5,.,6,-2,-3.9,2
CC(OC(=O)C12CC3CC(CC(O)(C3)C1)C2)C(N)=O (stereo unspecified),-4,-3.7,-1,3,1.3,6,-5,2.5,1
CC(C(=O)NCC1CCCO1)c1ccc([N+](=O)[O-])cc1 (stereo unspecified),3,-1.3,-2,-3,.,12,-2,0.8,-2
COCCn1cnc2c1c(=O)n(Cc1c(F)cccc1Cl)c(=O)n2Cc1ccccc1,1,-0.4,4,0,5.2,-4,0,-0.8,3
COC(=O)C1=C(Nc2ccccc2NC(=O)CCCC(=O)O)CSC1,4,-0.1,9,-1,-1.5,9,-9,-0.7,-4
CCNC(=O)CC1SC(=Nc2ccc(C)cc2)N(CC)C1=O (stereo unspecified),-3,-1.2,-3,1,0.7,3,-12,0.2,-1
c1ccc2c(c1)Oc1ccccc1S2,3,-0.7,2,0,-1.5,2,4,0.5,2
O=C(CO/N=C/c1cccc([N+](=O)[O-])c1)NC1CCCCC1,4,1.5,-13,1,-0.6,4,5,0.8,2
Cc1cc2c(cc(C(=O)N3CCC(C(=O)N4CCCC4)CC3)n2Cc2c(F)cccc2Cl)o1,9,-0.1,-10,3,1.4,2,10,1.7,-4
COc1ccc(-c2ccc3c(c2)C2CC3CCN2C(=O)C(C)(C)C)cc1 (stereo unspecified),10,-1.7,-6,1,0.0,-1,-2,.,.
CCN(CC(=O)Nc1ccc2c(c1)OCCO2)Cc1cc(=O)n2ccsc2n1,6,-7.8,7,2,.,-2,-1,3.3,-3
CCn1c(C)cc(C=C2C(=O)c3ccccc3C2=O)c1C,9,-0.9,-12,-25,.,79*,-1,.,.
COc1ccc(N2CCN(C(=O)CCCn3c(=O)[nH]c4ccsc4c3=O)CC2)cc1,0,0.9,-2,6,-3.2,6,8,-1.4,7
Cc1ccc(OCC(=O)Nc2ccc3c(c2)OCCO3)cc1C,5,-1.4,7,5,.,-11,7,-2.5,0
Cc1cc(OCC(=O)NNC(=O)c2cccc(F)c2)ccc1Cl,14,-2.9,7,-2,1.4,4,-11,0.0,-9
O=C(NNS(=O)(=O)c1ccccc1[N+](=O)[O-])c1cccc(Cl)c1,1,-3.6,1,1,-0.9,0,10,-2.3,-2
CC(=O)O/N=C(\N)Cc1ccc(-c2csnn2)cc1,10,-0.8,5,4,.,0,?,-1.3,-2
CC(=O)c1cc2c(cc1NC(=O)Cc1ccsc1)OCO2,0,-4.1,-13,5,-0.9,4,-3,-1.6,-15
Cc1ccc(N2CCN(S(=O)(=O)c3c(C)nc4scc(C)n4c3=O)CC2)c(C)c1,31*,0.0,-1,-5,0.0,2,-4,1.9,0
CCOC(=O)C1CCN(C(=O)CCCn2c(=O)c3cccn3c3cccnc32)CC1,-1,-3.7,3,0,6.2,5,-4,-0.8,3
O=C(COc1ccccc1[N+](=O)[O-])Nc1cccc(S(=O)(=O)NC2=NCCCCC2)c1,1,0.4,3,3,.,-2,2,-0.4,-2
Cc1nc(C(=O)Nc2ccc(Cl)cc2Cl)nn1-c1cc(OC(C)C)c(Cl)cc1Cl,10,-2.9,7,-5,-0.7,1,7,-1.2,7
Cc1nc2scc(C)n2c(=O)c1S(=O)(=O)Nc1ccc(OC(F)(F)F)cc1,25,-0.1,-3,-4,0.8,1,4,3.7,5
CCCCC1(c2ccc(F)cc2)NC(=O)N(CC(=O)Nc2ccc(N3CCOCC3)cc2)C1=O (stereo unspecified),6,1.4,-8,1,-0.2,-8,4,0.0,6
CC1(C)CC(=O)C/C(=N/NC(=O)COc2ccc(Cl)cc2Cl)C1,8,-1.3,-2,0,.,-6,-2,-2.5,4
O=S(=O)(Nc1ccc(Cl)cn1)c1ccc(F)cc1,0,1.0,8,0,-1.0,3,-14,0.9,5
CCOC(=O)COc1ccsc1C(=O)OC,-4,-2.3,5,5,.,-3,3,0.1,-9
Clc1ccc(-c2ncc3ccccn23)c(Cl)c1,4,-2.5,-9,1,.,-22,2,-1.3,1
CC(=O)Nc1ccc(OCc2cccc([N+](=O)[O-])c2)cc1,8,-1.2,-15,-2,.,6,-8,-2.1,-7
O=C(NCCc1csc(-c2cccnc2)n1)c1cccc(Cl)c1,13,-3.5,-2,5,.,4,6,1.8,-3
CC(C)C(=O)Nc1ccnc(-c2cccnc2)n1,-4,-1.6,1,4,-8.3,-4,1,3.4,-1
CCCn1c(CN2CCN(C(C)=O)CC2)nc2cc(S(=O)(=O)N(C)C)ccc21,9,-2.6,2,2,.,-33,-5,2.2,-7
Cc1cc(C(=O)NNC(=O)NC(C)C)no1,4,0.4,-3,5,-4.0,-3,-5,0.6,0
NS(=O)(=O)c1ccc(NC(=O)CSc2nc3c(c(=O)[nH]2)CCCC3)cc1,-2,-3.8,6,-2,-1.4,9,0,-0.4,-3
CN(Cc1ccccc1)S(=O)(=O)c1cn(C)cn1,2,-0.3,6,0,.,2,9,-2.6,-4
COC(C(=O)NC(C(C)C)C(C)C)c1ccccc1 (stereo unspecified),8,-0.9,-4,0,.,-2,-8,-0.2,2
Cc1nc(Cl)c2oc3ccccc3c2n1,-1,-1.4,-1,4,-1.0,2,18,0.5,-2
CCOC(=O)Cc1csc(NC(=O)c2ccc(C)c(S(=O)(=O)N3CCOCC3)c2)n1,6,-3.4,-2,6,-4.7,3,0,.,-8

# An excerpt from above in order of SMILES length, high to low.
SMILES,GDH-TPI inh,FadD28 FP inh,PrPC surface inh,Mtb FBA inh,BioA inh,MazF activator,BoNT-F LC inh,Mtb UGM inh,Rv3671c inh
Cc1ccc(-c2nnc(NC3CCCCC3)c3ccccc23)cc1S(=O)(=O)N1CCN(C)CC1,10,-2.4,-12,1,-1.4,6,-6,-1.4,-15
CCn1cc([N+](=O)[O-])c(C(=O)Nc2c(C)nn(Cc3cccc(F)c3)c2C)n1,2,-0.2,-9,-1,.,3,-2,3.5,-10
Cc1nc(C(=O)Nc2ccc(Cl)cc2Cl)nn1-c1cc(OC(C)C)c(Cl)cc1Cl,10,-2.9,7,-5,-0.7,1,7,-1.2,7
CCCn1c(CN2CCN(C(C)=O)CC2)nc2cc(S(=O)(=O)N(C)C)ccc21,9,-2.6,2,2,.,-33,-5,2.2,-7
O=C(NNS(=O)(=O)c1ccccc1[N+](=O)[O-])c1cccc(Cl)c1,1,-3.6,1,1,-0.9,0,10,-2.3,-2
CCc1ccc(CNC(=O)C2CCC(=O)N(CCc3ccc(Cl)cc3)C2)nc1 (stereo unspecified),-6,-3.0,0,0,0.8,-5,5,-2.4,-1
CCN(CC(=O)Nc1ccc2c(c1)OCCO2)Cc1cc(=O)n2ccsc2n1,6,-7.8,7,2,.,-2,-1,3.3,-3
CCOC(=O)N1CCN(C(c2ccccc2)c2sc3nc(C)nn3c2O)CC1 (stereo unspecified),-2,-2.7,-1,-1,1.0,5,2,-1.6,-12
CC(=O)Nc1ccc(OCc2cccc([N+](=O)[O-])c2)cc1,8,-1.2,-15,-2,.,6,-8,-2.1,-7
CC(OC(=O)C12CC3CC(CC(O)(C3)C1)C2)C(N)=O (stereo unspecified),-4,-3.7,-1,3,1.3,6,-5,2.5,1
Nc1ccccc1OCCOCCOCCOc1ccccc1N,-3,-1.4,6,1,-0.2,-16,-13,-2.6,6
c1ccc2c(c1)Oc1ccccc1S2,3,-0.7,2,0,-1.5,2,4,0.5,2

# Remaining list, next part
SMILES,GDH-TPI inh,FadD28 FP inh,PrPC surface inh,Mtb FBA inh,BioA inh,MazF activator,BoNT-F LC inh,Mtb UGM inh,Rv3671c inh
C=CCCCCCCCCc1nc(=S)[nH][nH]1,3,-0.5,11,3,-0.6,-3,-12,-0.2,-1
[N-]=[N+]=NC[C@H](Cc1ccccc1)N1CC[C@@H](NC(=O)OCc2ccccc2)CCC1=O,11,-0.7,-4,3,1.7,4,-10,1.3,-2
Cc1ccc(N2C(=O)N(CC(=O)Nc3ccc(C)c(C)c3[N+](=O)[O-])C(=O)C2C)cc1 (stereo unspecified),-6,0.0,-5,1,-2.1,25,-7,-0.7,-5
CCCCC1(CO)C(=O)N(c2ccccc2)N(c2ccccc2)C1=O,3,-0.7,-5,-1,0.0,9,.,3.3,-4
